# Source: PubChem BioAssay
# Keap1-Nrf2 PPI: disrupts human Keap1 binding to Nrf2 peptide. Q14145. Keap1 Kelch-Nrf2 peptide fluorescence polarization, 1536-well. inhibition, % at 9.4 µM. 0.15% of 340,000 active; in the data active = inhibition above about 12%;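 also: human Keap1 Kelch domain with fluorescein labeled Nrf2 9mer peptide probe; 0% = neutral control wells and 100% = peptide positive control; higher means more block of Keap1 binding to Nrf2 peptide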
# Target sequence (Q14145 whole entry, looked up, the tested form may be a part): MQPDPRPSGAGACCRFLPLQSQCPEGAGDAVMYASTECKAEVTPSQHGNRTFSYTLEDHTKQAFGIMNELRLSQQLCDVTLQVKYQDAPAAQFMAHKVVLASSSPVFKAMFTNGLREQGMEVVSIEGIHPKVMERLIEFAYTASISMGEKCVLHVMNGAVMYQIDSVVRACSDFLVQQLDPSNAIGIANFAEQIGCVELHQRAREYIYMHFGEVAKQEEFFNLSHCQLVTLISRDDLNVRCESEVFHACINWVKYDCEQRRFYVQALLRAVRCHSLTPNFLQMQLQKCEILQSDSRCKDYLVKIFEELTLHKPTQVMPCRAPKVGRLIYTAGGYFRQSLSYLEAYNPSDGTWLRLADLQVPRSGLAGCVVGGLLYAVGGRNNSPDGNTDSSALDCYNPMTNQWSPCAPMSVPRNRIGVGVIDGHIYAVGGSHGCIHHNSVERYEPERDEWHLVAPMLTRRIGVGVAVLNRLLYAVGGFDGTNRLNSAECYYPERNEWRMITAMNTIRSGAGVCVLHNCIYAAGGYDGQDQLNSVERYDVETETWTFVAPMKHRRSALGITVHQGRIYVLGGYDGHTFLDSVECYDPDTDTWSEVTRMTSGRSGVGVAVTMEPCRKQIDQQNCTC
# DAGLB inhibitor: diacylglycerol lipase beta (human) inhibition; Q8NCG7; HEK293T DAGLB membrane lysate, EnzChek fluorogenic substrate; AID 504411; 0.059% of 340,000 active; inhibition, % at 5.17 µM; in the data active = inhibition above about 34%;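 also: 0% = enzyme with vehicle and 100% = wells lacking enzyme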
# V-ATPase pHluor: regulators of yeast V-ATPase proton transport; S. cerevisiae, pHLuorin cytosolic pH fluorescence; response, % at 10 µM; 0.37% of 350,000 active; AID 504577; in the data active = response mostly above about 7.3%, no sharp cut-off; inactive = mostly below about 5.4%; also: actives read high; inactives centre near 0; some compounds called inactive have numbers as strong as hits
# NSD2 HMT inh: blocks human histone methyltransferase NSD2 | O96028 | NSD2 peptide methylation, AlphaScreen, 120 min | inhibition, % at 12.5 µM | 0.54% of 310,000 active; in the data active = inhibition above about 50%
# LANA DNA inh: inhibitors of KSHV LANA C-terminal domain DNA binding; MBP-C-LANA/FAM-LBS DNA binding, fluorescence polarization; inhibition, % at 9 µM; 0.078% of 340,000 active;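 active = highest replicate inhibition at or above 60% at 9 µM, even if other replicates fall short; inactive = all replicates below 60% inhibition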;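 also: 0% = neutral control wells and 100% = 4 µM acridine orange control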
# Pemphigus Ab inh: blocks pemphigus antibody binding to human desmoglein-3; P32926; DSG3-coupled beads, scFv-anti-DSG3-GFP binding, flow cytometry; hits give low values; binding (percent of control), % at 10 µM; 0.48% of 310,000 active;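 active = binding more than 3 SD below its plate's average and above zero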;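 also: hits lower antibody fragment binding to DSG3; some compounds called inactive have numbers as strong as hits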
# Arr AP2 block: human beta-arrestin and AP2 interaction inhibition. FITC-arrestin peptide / GST-AP2 beads, flow cytometry; AP2 beta2 appendage carries R879A mutation. inhibition, % at 10 µM. 0.31% of 340,000 active;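 active = inhibition above a set limit, near 3 SD of compounds lacking own fluorescence, cut at about 54% in these data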;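 also: plate controls were DMSO wells for no effect and 5 µM unlabelled arrestin peptide for full effect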
#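 System: GST-AP2 R879A glutathione beads. Medium: PBS with 0.05% Tween 20 and 0.1% BSA. Also added: FITC-arrestin peptide, 50 nM. Incubation: 12 min plus 1 h, RT. Measured by: high-throughput flow cytometry of beads, ex 488, em 535 nm. Evaluation: percent drop in bead-associated FITC signal.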
# CAL PDZ FP-1: inhibitors of human CAL PDZ peptide binding; inhibition, % at 20 µM; purified CAL PDZ, TMR-peptide fluorescence polarization, 1 h; AID 504414; 0.02% of 330,000 active;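 active = highest replicate inhibition of at least 40%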;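 also: plate controls were DMSO neutral control wells for no effect and unlabeled competitor peptide control wells for full effect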
#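 Material: tagged CAL PDZ protein CerCALP, purified; buffer or medium: sodium phosphate/NaCl buffer pH 7.4 with TCEP, IgG, Thesit; also added: fluorescent TMR peptide probe; schedule: 1 h incubation at room temperature before polarization reading; technique: fluorescence polarization from S- and P-plane intensities, G-factor corrected; control set: unlabelled peptide and DMSO controls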
# Cardiac RTF inh: cardiac RTF calcium desensitization; AID 493244; IANBD-labeled cardiac RTF, Ca2+ fluorescence; 0.12% of 340,000 active; inhibition, % at 7.15 µM; P19429+P45379;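 active = inhibition above the mean inhibition of all tested compounds plus 3 SD, cut at about 17% in these data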;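 also: assay run at fixed EC70 calcium of 1.6 mM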
# CAL PDZ FP-2: inhibitors of human CAL PDZ peptide binding | AID 602252 | inhibition, % at 24.9 µM | purified CAL PDZ, TMR-peptide fluorescence polarization, 1 h | 0.92% of 300,000 active | Q9HD26;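 active = mean inhibition of at least 30% with at least half of replicates also reaching 30%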;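 also: 0% = DMSO neutral control and 100% = excess unlabeled competitor peptide PRC23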
# An asterisk follows results filed as active; . = not tested or not shown.
SMILES,Keap1-Nrf2 PPI,DAGLB inhibitor,V-ATPase pHluor,NSD2 HMT inh,LANA DNA inh,Pemphigus Ab inh,Arr AP2 block,CAL PDZ FP-1,Cardiac RTF inh,CAL PDZ FP-2
Cc1occc1C(=O)NC1CCCN(Cc2ccc(CC(C)C)cc2)C1 (stereo not given),-8,-3,2,3,-3.8,.,3,-2.9,3,1
Cc1ccsc1-c1cc(C(=O)O)c2c(ccc3ccccc32)n1,-1,1,-1,-1,-3.0,119,-18,-2.5,2,1
CC(C)NC(=O)N(O)C1N(C(C)C)C(=O)N(Cc2ccc3c(c2)OCO3)C1(C)C (stereo not given),-7,-2,7,0,-2.7,108,-7,0.3,-7,-8
O=C(/C=C/c1ccco1)NC(=S)Nc1ccc(O)c(-c2nc3ccccc3s2)c1,4,13,0,1,1.2,98,-1,0.5,0,-2
Cc1ccc(C(=O)NC2=NCCS2)cc1Cl,-3,-6,-2,-3,-0.4,99,7,-0.8,-5,-3
CC(C)[C@H](NC(=O)c1ccccc1)C(=O)OCc1nnc(-c2ccccc2)o1,0,.,-1,-6,-1.6,.,0,0.1,.,-5
COc1ccc(OC)c(CCNC(=O)c2cccc(NC3=NC4CS(=O)(=O)CC4S3)c2)c1 (stereo not given),3,0,0,.,-1.2,102,8,0.4,-3,.
COc1ccc(F)cc1S(=O)(=O)N1CCN(c2ccccn2)CC1,2,1,2,-2,1.2,134,2,-1.7,5,-3
Cc1ccc(S(=O)(=O)N2CCN(CCC#N)CC2)cc1,4,-1,-1,-7,1.7,.,12,24,-7,2
COc1ccc(-n2c(SCc3ccc(C#N)cc3)nnc2-c2ccccn2)cc1,-2,-1,-3,0,0.5,94,-2,-2.8,-4,-1
CCOC(=O)C1CCCN(C(=O)C2CCN(S(=O)(=O)c3c(C)noc3/C=C/c3ccccc3F)CC2)C1 (stereo not given),-6,-18,-2,-5,1.6,93,-2,-1.5,-7,-5
N#CC1(NC(=O)COc2ccc(S(=O)(=O)N3CCCC3)cc2[N+](=O)[O-])CCCCC1,1,-3,0,13,-0.8,106,-9,-4.0,-10,-2
O=c1c2c3c(sc2ncn1/N=C/c1ccc([N+](=O)[O-])o1)CCCC3,-6,-1,-7,5,1.1,106,6,0.4,-14,-3
COc1ccc(/C=C/C(=O)NCCCN2CCCC2)cc1,-1,-1,0,8,-0.4,105,-15,0.4,-9,-3
NS(=O)(=O)c1cccc(NC(=O)COC(=O)CCc2ccccc2)c1,2,-1,-3,-4,-0.4,110,-5,-2.6,-11,-3
CCc1cccc2c(C=C(C#N)C#N)cn(CC(=O)N3CCCCCC3)c12,-1,3,-1,.,-0.4,95,18,-2.6,-9,-3
CCc1nnc(NS(=O)(=O)c2ccc(NC(=S)NC(=O)/C=C/c3ccc(F)cc3)cc2)s1,-2,13,-1,13,9.4,93,8,-2.9,-1,-4
Cc1cc(C)c(S(=O)(=O)N2CCCOC2CNC(=O)C(=O)NCCc2c[nH]c3ccccc23)c(C)c1 (stereo not given),1,7,2,0,-0.8,.,14,-0.6,-10,-2
Cc1ccc(CNC(=O)C2CC(=O)N(C3CCCCCC3)C2)cc1 (stereo not given),-2,-2,7,-3,-0.4,111,-25,-1.5,-12,0
COc1ccc(-c2cc(=O)oc3cc(OC(=O)C4CCCCC4)ccc23)cc1,5,-5,2,-4,-0.4,84,2,-3.9,0,-3

# Two entries picked at random from the list so far, as already listed:
SMILES,Keap1-Nrf2 PPI,DAGLB inhibitor,V-ATPase pHluor,NSD2 HMT inh,LANA DNA inh,Pemphigus Ab inh,Arr AP2 block,CAL PDZ FP-1,Cardiac RTF inh,CAL PDZ FP-2
CCc1cccc2c(C=C(C#N)C#N)cn(CC(=O)N3CCCCCC3)c12,-1,3,-1,.,-0.4,95,18,-2.6,-9,-3
CCc1nnc(NS(=O)(=O)c2ccc(NC(=S)NC(=O)/C=C/c3ccc(F)cc3)cc2)s1,-2,13,-1,13,9.4,93,8,-2.9,-1,-4

# Other compounds.
SMILES,Keap1-Nrf2 PPI,DAGLB inhibitor,V-ATPase pHluor,NSD2 HMT inh,LANA DNA inh,Pemphigus Ab inh,Arr AP2 block,CAL PDZ FP-1,Cardiac RTF inh,CAL PDZ FP-2
CCCCNC(=O)c1cc2c(C)cc(C)cc2[nH]1,-1,-3,3,2,-0.1,110,15,-0.9,-4,9
CC(C)n1cc(CN2CCN(C)C(CCO)C2)c2ccccc21 (stereo not given),2,0,-3,0,8.5,102,0,0.7,2,1
CC(C)N(Cc1ccccc1)C(=O)CN1C(=O)COc2ccc(S(=O)(=O)NC3CCCC3)cc21,-2,-2,1,-6,-0.1,100,3,-2.5,-1,2
CCCCn1nc(C(=O)Nc2cc(S(=O)(=O)N(C)C)ccc2C)c2ccccc2c1=O,-1,2,-9,-1,1.0,80,-8,-0.3,-6,-8
O=C(Cn1c(=O)oc2cc(S(=O)(=O)N3CCc4ccccc43)ccc21)N1CCCCC1,1,-2,6,.,6.4,113,3,-0.7,-2,.
Cc1c(N=NC2=C(O)CCCC2=O)c(=O)n(-c2ccccc2)n1C,-2,0,0,0,0.1,97,-4,0.1,-5,-2
CN1C(=O)[C@H]2[C@@H](C3CC3)N3C(=O)CN(Cc4ccc(-c5ccccc5)cc4)C(=O)[C@@]3(C)[C@H]2C1=O,-3,1,3,.,2.1,104,-2,-1.0,-7,-2
COc1ccc(C2CC(=O)CCN2S(=O)(=O)c2ccc(C)cc2)cc1 (stereo not given),-3,-6,0,.,1.2,99,25,-0.4,-8,4
COC(=O)c1ccc(C)c(NC(=O)CSc2nc3[nH]c(=O)cc(O)c3s2)c1,-6,4,0,3,0.9,.,-8,-1.5,-6,-5
CC1(c2nc3ccccc3cc2C#N)OCCO1,.,-3,2,-2,.,102,.,.,.,.
O=C(COC(=O)c1cc[n+]([O-])cc1)Nc1ccc(Cl)c(C(F)(F)F)c1,-5,-1,0,.,-2.5,97,0,-1.5,-1,.
Cc1ccc(S(=O)(=O)N2CCOCC2)cc1NC(=O)CSc1nnc(NC2CC2)s1,0,-1,-1,-1,-0.1,114,-6,-2.4,-12,0
COc1ccc(N2CCN(S(=O)(=O)c3cccc4cccnc34)CC2)cc1,-4,-1,-3,.,-0.2,108,-11,-0.1,-8,.
Cc1ccc(C2=NOC(=O)/C2=C\C=C\c2ccccc2)cc1,2,15,0,-1,1.9,100,-12,-2.1,-4,-8
CC(Sc1nncn1C)C(=O)Nc1ccc(S(N)(=O)=O)cc1 (stereo not given),-5,0,-1,1,0.0,97,4,0.2,0,8
CCOC(=O)C1(Cc2ccccc2C)CCCN(C(=O)c2cc(CC)nn2C)C1 (stereo not given),-6,-1,-2,-3,-0.1,116,2,-1.9,-16,-2
Cc1csc(SCC(=O)NCc2cccs2)n1,6,3,1,0,2.0,103,8,-2.1,1,-1
O=S(=O)(Nc1cccc(-n2cnnn2)c1)c1ccccc1F,0,-1,-2,-1,-2.4,100,7,-2.5,2,-2
COc1ccccc1N1CC(C(=O)Nc2nc(C)cs2)CC1=O (stereo not given),1,-3,3,1,0.5,105,-5,-0.5,-1,.
Cc1nn(C)cc1C1Nc2ccccc2C(=O)N1O (stereo not given),3,-1,2,-5,-1.4,.,3,1.4,-3,0
COc1ccc(/C=C2\SC(=O)N(CCNC(=O)Cc3coc4cc(C)ccc34)C2=O)cc1OC,2,0,0,0,-0.1,102,-8,-3.3,-3,0
CC(C)CNC(=O)COC(=O)c1cc(S(=O)(=O)N(C)C)ccc1N1CCCC1,1,2,1,0,1.4,103,10,0.7,-12,-3
CCCCn1c(N)c(N(CC(C)C)C(=O)Cn2c(=O)cnc3ccccc32)c(=O)[nH]c1=O,1,2,0,1,-2.0,100,14,-3.0,-8,-1
Oc1ccc(C[C@@H]2CNCCN2CCc2cccc(F)c2)cc1,-3,-1,2,.,2.4,100,0,1.0,-11,3
O=C(COc1ccc(C(=S)N2CCOCC2)cc1)N1CCOCC1,-2,0,8,-1,0.4,.,-3,-2.8,-7,-4
CN1N=C2c3ccccc3CCCC2C1c1ccc(F)cc1 (stereo not given),-3,-7,-2,2,0.2,108,-9,-0.4,-5,-4
COC(=O)c1ccc(CN2C(=O)C(C)N(C(=O)c3c(F)cccc3F)c3ccccc32)cc1 (stereo not given),-3,-4,0,-2,-0.6,102,-16,-2.1,-12,-4
COC(=O)[C@@]12CCCCN1[C@H](c1ccc(-c3ccc(C(C)=O)cc3)cc1)[C@H]1C(=O)N(C)C(=O)[C@H]12,-3,3,-4,.,0.8,102,2,-0.4,-6,-4
COc1cccc2c1-c1c(C(=O)O)cccc1C2=O,0,0,-1,-1,2.6,120,-1,0.3,-6,-1
CCn1c(SCC(=O)N2CC(=O)Nc3ccccc32)nnc1-c1ccoc1C,-3,-1,4,0,-6.8,96,30,-1.4,-12,4
CC(=O)N1CCN(S(=O)(=O)c2ccc(S(=O)(=O)NC3CCCCC3)cc2)CC1,2,0,-2,.,-1.0,99,-1,-1.7,3,7
Nc1oc2ccccc2c1C(=O)Cc1ccccc1O[C@@H]1O[C@H](CO)[C@@H](O)[C@H](O)[C@H]1O,1,-4,-5,.,-0.6,.,1,0.3,-3,0
NC(=O)CSc1nc(-c2ccccc2Cl)ns1,0,-4,-1,0,4.0,.,12,-1.1,-23,0
CCN(CC)S(=O)(=O)c1ccc(N2CCOCC2)c(NC(=O)CCC2CCCCC2)c1,-2,-4,1,.,-0.2,129,-4,-1.6,-9,-2
CN(Cc1ccccc1)C(=O)COC(=O)c1ccc(Cl)c(N)c1,-4,1,1,-2,1.4,98,-1,0.1,-2,-4
NC(=O)CSc1nc2cccnc2n1-c1ccc(F)cc1,3,0,0,1,2.0,102,45,0.1,-4,-6
COc1ccccc1OCC(=O)Nc1ccccc1C(=O)N1CCCCC1,1,-2,-4,3,-0.4,97,-1,-2.0,-1,1
CCOC(=O)c1sc(NC(=O)c2ccc(S(=O)(=O)N(C)C)cc2)cc1C,1,-4,-1,-2,-0.6,96,-2,-4.2,-5,0
NC(=O)c1c(NC(=O)CCCn2cnc([N+](=O)[O-])n2)sc2c1CCCC2,2,-2,4,5,-0.7,94,-5,-0.3,7,-3
CCNC(=S)N/N=C/c1ccc(C(=O)O)cc1,-1,1,1,-1,0.4,107,2,0.0,9,-4
COc1ccc(OC)c(C(c2nnnn2CCC(C)C)N2CCN(C(=O)c3ccco3)CC2)c1 (stereo not given),-3,0,-2,.,0.5,76,49,-0.2,1,1
O=C(/C=C/c1cccc([N+](=O)[O-])c1)NCC1CCCO1 (stereo not given),3,0,6,-2,-0.3,110,-7,-0.8,8,3
COc1ccc(Cl)cc1NC(=O)CNCc1cccs1,4,-6,-1,-6,-2.1,109,35,-1.0,5,2
CN(C(=O)c1cc(-n2cnnc2)ccc1Cl)c1ccccc1,-2,0,1,-2,-1.0,99,14,-2.8,8,0
CN(c1ccccc1)c1nc(N2CCCC2)nc(-n2ccnc2)n1,-5,-3,1,-2,-0.4,120,-3,-3.8,3,-4
CCOC(=O)CSc1nnc(CNc2ccc(Cl)cc2)n1-c1ccccc1,-3,1,-5,0,-3.4,98,16,-0.3,-9,-5

# This is a subset. The share of hits here may be higher or lower than overall.
